Screening results from PubChem.
Myeloid diff 2: promotes myeloid progenitor differentiation; ER-HoxA9 myeloid progenitors, lysozyme-GFP differentiation, flow cytometry; calls only at 10 µM; actives 1% (n = 360,000); AID 624256;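 active means normalized GFP-positive differentiation at or above the plate's own cutoff, the solvent-only control mean plus 3 SD; inconclusive means no clear call, values can overlap the other calls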;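 further: cells exposed to compound for four days before flow analysis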
SIAH1 antagonists: Siah-1 peptide-binding antagonists, primary screen, biochemical, fluorescence polarization, rhodamine-plectin, uHTS (AID 1817). Siah-1 / rhodamine-plectin peptide fluorescence polarization; higher % means a stronger effect. displacement, % at 20 µM, or IC50 in µM where a hit was titrated. actives 0.02% (n = 290,000);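 active means displacement of at least 50% at 20 µM, with a fluorescence ratio check between 0.3 and a set limit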;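 further: plate controls were Siah plus tracer with DMSO for no effect and tracer alone without Siah for full effect; strong numbers were not always called active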
HEK293 NOD2/NF-kB: NOD2 signaling inhibitors, cell-based, luminescence, uHTS, HEK293 (AID 1566); HEK293 NOD2/NF-kB luciferase reporter, luminescence; higher % means a stronger effect; inhibition, % at 4 µM; hits with a dose series show EC50 in µM; actives 0.63% (n = 290,000); further: many of its hits are not listed in these tables
HIV peptide binding: cell-free HIV fusion peptide-binding blockers – biochemical, uHTS, fluorescence dequenching, primary screen (AID 1986); inhibition, % at 20 µM; hits with a dose series show IC50 in µM; cell-free peptide binding, fluorescence dequenching, 30 min; higher % means a stronger effect; actives 0.3% (n = 290,000); in the data active means inhibition mostly above about 52%, no sharp cut-off; inactive means mostly below about 76%; further: some results filed as inactive read as strong as hits
AID2073: disruptors of CaV2.2 binding to Mint1 – biochemical, HTRF (AID 2073) | one-dose inhibition, % at 20 µM; IC50 in µM for titrated hits | actives 0.19% (n = 290,000) | HTRF protein-protein interaction, Mint1-CaV2.2; higher % means a stronger effect; in the data active means inhibition mostly above about 51%, no sharp cut-off; inconclusive means no clear call, values can overlap the other calls; inactive means mostly below about 53%; further: some results filed as inactive read as strong as hits
XIAP displacement: small molecules displacing peptide from XIAP – biochemical, IAP family, fluorescence polarization (AID 1018); XIAP BIR domain, fluorescence polarization peptide displacement; higher % means a stronger effect; displacement, % at 20 µM, or IC50 in µM where a hit was titrated; actives 0.007% (n = 200,000); in the data active means displacement above about 50%; further: a part of the inactive calls stands beside numbers as strong as those of hits
NS5 inhibitors: Dengue-2 NS5 methyltransferase inhibitors, primary screen, biochemical, confirmation dose response (AID 588689). Dengue-2 NS5 methyltransferase capping enzyme assay, biochemical; higher % means a stronger effect. one-dose inhibition, % at 25 µM; IC50 in µM for titrated hits. actives 0.3% (n = 340,000); in the data active means a potency from the dose series; inconclusive means inhibition above about 29% without an active follow-up result
LYP inhibition: PTPN22 lymphoid phosphatase activity blockers – biochemical, fluorescence intensity, uHTS (AID 1779) | actives 0.054% (n = 290,000) | recombinant LYP phosphatase, fluorescence intensity; higher % means a stronger effect | inhibition, % at 11.5 µM, or IC50 in µM where a hit was titrated;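 further: plate controls were vehicle with enzyme for no effect and no enzyme for full effect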
Hep lipid drop: hepatic lipid droplet formation modulation; inhibition, % at 6.5 µM; AML12 mouse hepatocytes, oleate lipid droplets, BODIPY imaging; AID 1656; actives 0.4% (n = 240,000);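 active means lipid droplet intensity inhibited by at least 50%, with more than 500 cells counted; inconclusive means wells with under 300 cells, treated as cytotoxic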
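Test system: AML12 mouse liver cells; schedule: overnight exposure; technique: high-content imaging of BODIPY-stained droplets and DAPI nuclei; read-out: % inhibition of corrected integrated BODIPY droplet signal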
Hep lipid drop cells 6.5 µM: second read-out of Hep lipid drop, no call of its own (marks repeat the call); cell count; measured here: cell count, cytotoxicity flag;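 cells counted across two imaged fields per well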
NS5 inhibitors pilot replicate: recorded beside NS5 inhibitors, whose call it bears; inhibition, %; measured here: pilot screen replicate inhibition
Myeloid diff 2 GFP+ MAC1+ %: further read-out of Myeloid diff 2, marked with its call; GFP+ MAC1+ double positive, %; measured here: differentiation confirmed by MAC1 staining
* = called active by the depositor; i = inactive; ? = inconclusive; . = not tested or not shown; + = active, no number. Unless noted, no stated cut-off is given here; in the data, active means inhibition above about 50%; inactive means the rest.

SMILES | Myeloid diff 2 | Myeloid diff 2 GFP+ MAC1+ % | SIAH1 antagonists | HEK293 NOD2/NF-kB | HIV peptide binding | AID2073 | XIAP displacement | NS5 inhibitors | LYP inhibition | Hep lipid drop | Hep lipid drop cells 6.5 µM | others
Cc1cc(C)c2c(c1)c1nnc(SCCN3CCCCC3)nc1n2C | i | 1.2 | 5% | 14% | -0.2% | -14% | . | -5% | -4% | -6 | 789
O=C(O)[C@H]1CCCC[C@H]1C(=O)NCCc1ccccc1 | i | 6.8 | 1% | 5% | -0.2% | -6% | -3.6% | 0% | -1% | 10 | 770
Cn1c(=O)c2c(nc(N3CCN(Cc4ccccc4)CC3)n2CCCc2ccccc2)n(C)c1=O | i | 1.2 | -5% | 7% | 18% | 12% | -0.9% | 2% | -5% | . | .
CCc1nc(SCC(=O)c2ccc3c(c2)OCCO3)c2ccccc2n1 | i | 0.8 | 4% | 4% | 0.2% | -4% | 1.5% | -5% | -1% | 19 | 642 | NS5 inhibitors pilot replicate=8.8
S=C(Nc1cccnc1)NC1CCCC1 | i | 0.6 | 5% | 7% | -0.1% | -5% | -3.3% | 1% | -3% | 26 | 720
CCOC(=O)N1CCN(C(=O)CSc2nnc(C3COc4ccccc4O3)o2)CC1 (centres undefined) | i | 7.4 | -2% | 15% | 1.6% | -4% | -2.8% | -11% | -10% | . | .
O=C(Nc1ccnn1C1CCN(Cc2ccc(CO)o2)CC1)c1ccccc1 | i | 1.2 | -3% | 7% | 1.4% | 2% | . | -3% | -10% | 8 | 876
CC(CCc1ccco1)NC(=O)Cn1nc(Cc2ccncc2)c2ccccc2c1=O (centres undefined) | i | 8.8 | -3% | 10% | -1.6% | 12% | -2.3% | -1% | -3% | . | .
O=C(Cc1cn(Cc2cccc(Cl)c2)c2ccccc12)N1CCCC1 | i | 1.0 | 1% | 19% | -0.6% | -5% | -18% | -5% | -4% | 4 | 692
CSc1nnc(-c2nnc(SC)n2-c2ccccc2)n1-c1ccccc1 | i | 6.7 | -6% | -5% | -2.3% | -1% | 0.1% | -3% | 0% | 13 | 731
COCCN(C(=O)/C=C/c1ccccc1)c1c(N)n(Cc2ccccc2)c(=O)[nH]c1=O | i | 0.5 | 1% | 12% | 0.6% | 2% | -3.1% | -11% | -2% | -2 | 661
O=C(NCc1ccc(Cl)cc1Cl)C(=O)N1CCCCC1 | i | 0.8 | 1% | 10% | -1.7% | -7% | -6.5% | -7% | -10% | 12 | 812
O=C(Nn1c(O)c(C=C2N=c3ccccc3=N2)sc1=S)c1ccccc1 | i | 6.2 | 4% | 0% | 5.3% | -29% | -3.0% | -1% | 0% | -6 | 773
Cn1cc(/C=C(\NC(=O)c2ccccc2)C(=O)NCCN2CCOCC2)c2ccccc21 | ? | . | -4% | -1% | 0.6% | 5% | . | -29% | -2% | 9 | 686
O=C(Cn1cc(C(F)(F)F)ccc1=O)N/N=C/c1ccccc1 | i | 0.4 | -4% | 12% | 0.0% | 7% | 1.5% | 3% | -4% | 5 | 671
CCc1cccc2c(C(=O)COC(=O)c3ccc([N+](=O)[O-])s3)c[nH]c12 | i | 0.2 | 2% | 13% | -3.4% | -4% | -0.4% | -2% | 2% | 29 | 634
Cc1cccc(-n2ncc(C(=O)NC3CCCC3)c2C2CCN(C(=O)OC(C)(C)C)CC2)c1 | ? | . | 3% | 4% | 1.3% | 47% | . | 7% | 0% | -32 | 682
Nc1ccc(N2CCOCC2)cc1C(F)(F)F | i | 0.5 | 9% | -1% | -0.9% | 15% | -7.6% | -10% | -8% | 5 | 733
C/C(Cn1nnc([N+](=O)[O-])n1)=N\NC(=O)c1ccccc1O | i | 0.8 | 0% | 39% | -0.4% | 6% | . | 3% | -6% | -31 | 658
COc1ccc(N(CC(=O)NCCC2=CCCCC2)S(=O)(=O)c2c(C)[nH]c(=O)[nH]c2=O)cc1 | i | 0.5 | -5% | -14% | -1.4% | 2% | . | -5% | -2% | -5 | 767
CCN(CC)S(=O)(=O)c1ccc(C(=O)OCC(=O)NC2CCCC2)cc1 | i | 0.6 | 0% | 2% | -1.4% | -15% | . | -6% | -6% | -1 | 830
COC(=O)c1nn(-c2cccc(C(F)(F)F)c2)c(=O)cc1Sc1ccccn1 | i | 0.7 | 0% | 3% | -0.8% | -5% | -0.9% | -4% | -7% | . | .
CCOc1ccc(-n2cnnn2)cc1S(=O)(=O)NCCc1ccc(OC)c(OC)c1 | i | 1.1 | 2% | 11% | -1.0% | 2% | 2.6% | 3% | -10% | -2 | 741
Cc1cc(C)c(OCC(=O)N2CCN(c3ncc(C(F)(F)F)cc3Cl)CC2)c(C)c1 | i | 3.6 | -3% | 3% | 2.4% | -6% | . | -4% | -9% | -6 | 568
Cc1cccc(Nc2ncc3c(n2)CC(C)CC3=O)c1 (centres undefined) | i | 2.2 | -3% | -102% | 1.2% | 10% | -2.1% | 2% | -5% | 12 | 779
O=S(=O)(Nc1ccc(Cl)cc1)c1ccc(N2CCOCC2)c(NC(=S)NCCN2CCOCC2)c1 | i | 0.6 | -3% | 19% | 2.0% | 31% | -1.8% | 7% | 5% | -1 | 665
CCCOc1ccc(NC(=O)C2CC(=O)N/C(=N/N=C(C)/C=C/c3ccc(N(C)C)cc3)S2)cc1 (centres undefined) | i | 3.3 | 15% | -50% | 11% | 13% | -3.0% | 4% | 7% | 1 | 695
CCOC(=O)C1(Cc2cccc(Cl)c2)CCCN(C(=O)c2cc(C)[nH]n2)C1 (centres undefined) | i | 0.7 | 13% | 12% | -0.5% | -2% | . | -4% | -8% | -15 | 673
O=c1oc2ccccc2n1Cc1ccccc1 | i | 0.1 | 2% | 16% | -1.7% | 10% | -6.4% | -11% | -10% | 2 | 702
CC(=O)N1CCCC1(C(=O)O)c1ccccc1 (centres undefined) | i | 0.2 | 0% | 20% | 0.3% | -4% | . | -7% | -8% | 2 | 772
CNC(=S)N1CCN(c2ccc(OC)cc2)CC1 | i | 4.2 | 2% | 1% | 5.7% | 22% | -4.0% | -5% | -8% | . | .
CCOc1ccc(-n2c(SCC(=O)O)nc3sc4c(c3c2=O)CCCC4)cc1 | . | . | 3% | 7% | 5.1% | 2% | . | 3% | -3% | 1 | 829
Cc1cc(NC(=O)COC(=O)C2CCN(S(=O)(=O)c3ccc(Cl)cc3)CC2)no1 | i | 0.7 | 1% | 0% | 7.2% | -15% | -3.2% | -3% | -10% | . | .
c1csc(-c2nc(NCCCN3CCOCC3)c3ccccc3n2)c1 | i | 1.2 | 1% | 2% | -0.7% | 12% | . | -4% | -4% | 2 | 761
O=C(O)/C(=N/NC(=O)c1ccc(Cl)cc1)c1ccccc1 | i | 0.5 | 6% | 2% | -0.9% | -6% | . | -2% | -2% | -2 | 709
COCc1[nH]nc2c1C(c1cccc(OC)c1)C(C#N)=C(N)O2 (centres undefined) | i | 4.6 | -9% | 7% | 13% | 0% | -7.7% | 1% | -14% | . | .
O=C(CSc1n[nH]c(=O)n1-c1cccnc1)Nc1ccccc1Cl | i | 1.2 | 8% | 3% | 0.4% | 8% | . | -8% | -9% | 0 | 832
CC(CN1CCCCC1)OC(=O)/C=C/c1ccccc1 (centres undefined) | i | 0.7 | 2% | -5% | -0.6% | 6% | . | -7% | -8% | -1 | 858 | NS5 inhibitors pilot replicate=-5.2
CCOC(=O)c1nc(C)n(-c2ccc([N+](=O)[O-])cc2)n1 | i | 0.2 | 0% | -4% | -3.3% | -15% | -4.5% | 3% | -4% | -3 | 712
Oc1ccc2nnc3c(Br)cnn3c2c1 | i | 0.3 | -2% | -8% | 82%* | 23% | . | ? | 1% | -1 | 785

Seven compounds drawn at random from those above:
SMILES | Myeloid diff 2 | Myeloid diff 2 GFP+ MAC1+ % | SIAH1 antagonists | HEK293 NOD2/NF-kB | HIV peptide binding | AID2073 | XIAP displacement | NS5 inhibitors | LYP inhibition | Hep lipid drop | Hep lipid drop cells 6.5 µM | others
CNC(=S)N1CCN(c2ccc(OC)cc2)CC1 | i | 4.2 | 2% | 1% | 5.7% | 22% | -4.0% | -5% | -8% | . | .
O=C(CSc1n[nH]c(=O)n1-c1cccnc1)Nc1ccccc1Cl | i | 1.2 | 8% | 3% | 0.4% | 8% | . | -8% | -9% | 0 | 832
Cc1cccc(Nc2ncc3c(n2)CC(C)CC3=O)c1 (centres undefined) | i | 2.2 | -3% | -102% | 1.2% | 10% | -2.1% | 2% | -5% | 12 | 779
O=S(=O)(Nc1ccc(Cl)cc1)c1ccc(N2CCOCC2)c(NC(=S)NCCN2CCOCC2)c1 | i | 0.6 | -3% | 19% | 2.0% | 31% | -1.8% | 7% | 5% | -1 | 665
CC(CN1CCCCC1)OC(=O)/C=C/c1ccccc1 (centres undefined) | i | 0.7 | 2% | -5% | -0.6% | 6% | . | -7% | -8% | -1 | 858 | NS5 inhibitors pilot replicate=-5.2
CCOc1ccc(-n2c(SCC(=O)O)nc3sc4c(c3c2=O)CCCC4)cc1 | . | . | 3% | 7% | 5.1% | 2% | . | 3% | -3% | 1 | 829
COC(=O)c1nn(-c2cccc(C(F)(F)F)c2)c(=O)cc1Sc1ccccn1 | i | 0.7 | 0% | 3% | -0.8% | -5% | -0.9% | -4% | -7% | . | .

Continuation:
SMILES | Myeloid diff 2 | Myeloid diff 2 GFP+ MAC1+ % | SIAH1 antagonists | HEK293 NOD2/NF-kB | HIV peptide binding | AID2073 | XIAP displacement | NS5 inhibitors | LYP inhibition | Hep lipid drop | Hep lipid drop cells 6.5 µM | others
Cc1nn(C)c(Cl)c1/C=N/OC(=O)c1ccc(F)cc1 | i | 0.6 | 1% | -4% | -1.4% | -6% | -3.3% | -10% | -2% | -7 | 690
COc1ccc(Cn2c(C3CC3)nc3ccc(NC(=O)c4cccnc4)cc3c2=O)cc1 | + | 1.3* | -2% | -86% | -0.3% | 4% | . | -6% | -4% | -9 | 805
NC(=O)c1c(NC(=O)CSc2nnc(Cc3ccccc3)n2Cc2ccco2)sc2c1CCC2 | i | 1.5 | -1% | 15% | -2.7% | -11% | -4.1% | -10% | -5% | . | .
O=C(C1CCC(=O)N(C2CCCCCC2)C1)N1CCN(c2ccccc2Cl)CC1 (centres undefined) | i | 4.8 | 4% | 5% | 2.4% | 4% | . | -8% | 2% | 18 | 735
O=C(NCCN1CCN(C(=O)c2cccc(Br)c2)CC1)C(=O)Nc1ccc(Br)cc1 | i | 2.4 | -2% | 12% | -1.6% | 3% | . | 1% | -1% | 6 | 819
OC(COc1cccc2ccccc12)CN1CCN(c2ccccc2Cl)CC1 (centres undefined) | i | 0.1 | 0% | 10% | 1.6% | 10% | . | 5% | -4% | 8 | 830

An excerpt (hit frequency here may not be typical).
